Compound activity as filed in PubChem.
NF-kB expr up – raises NF-kB expression in human neuronal cells; AID 1239; 190,000 compounds, 1.6% hits; NF-kB reporter expression; stronger effect = higher value; fold change at 12.5 µM; in the data active = fold change above about 3.3
STAT1 inh – inhibitors of IFN-gamma induced STAT1 signaling; NIH 3T3 STAT1-luciferase reporter, luminescence; inhibition, % at 5.5 µM; 200,000 compounds, 0.35% hits;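 active = inhibition above a set limit, the mean inhibition across all tested compounds plus 3 SD, cut at about 34% in these data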;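 also: 0% = IFN-gamma with DMSO and 100% = IFN-gamma with 300 µM nifuroxazide; values of inactives mirror those of a sister screen read the other way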
STAT3 act – STAT3 signaling activation | U3A cells, IL-6 STAT3-luciferase reporter, luminescence; 100% = signal with IL-6 EC80 alone | activation (% of control), % at 5.6 µM | 190,000 compounds, 0.91% hits;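 active = activation above the screen-wide mean of compound activation plus 3 SD, cut at about 130% in these data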;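 also: 0% = background luminescence of wells with medium and substrate only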
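System – human U3A cells carrying STAT3-luciferase construct · Probe or stimulus – Interleukin-6, 33 ng/mL · Schedule – compound 1 h, then IL-6 6 h at 37 °C · Signal – luminescence from STAT3-driven luciferase reporter · Evaluation – percent of IL-6-only median luminescence · Benchmarks – IL-6-only high control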
APP 5'UTR act – APP 5'UTR luciferase reporter activation; activation, % at 2 µM; 190,000 compounds, 1% hits; SH-SY5Y APP 5'UTR luciferase reporter, luminescence; zero percent = DMSO vehicle wells;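 active = activation above a set limit, based on mean plus 3 SD of controls, cut at about 140% in these data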; also: values of inactives mirror those of a sister screen read the other way
FLuc inhib CS – Photinus pyralis luciferase inhibition counter-screen; P08659; ATPLite firefly luciferase biochemical luminescence, 10 min; inhibition, % at 10 µM; 200,000 compounds, 1.5% hits;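 active = inhibition above about 50% when tested at 10 µM, limit read from the data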
Target sequence (P08659 whole entry, looked up): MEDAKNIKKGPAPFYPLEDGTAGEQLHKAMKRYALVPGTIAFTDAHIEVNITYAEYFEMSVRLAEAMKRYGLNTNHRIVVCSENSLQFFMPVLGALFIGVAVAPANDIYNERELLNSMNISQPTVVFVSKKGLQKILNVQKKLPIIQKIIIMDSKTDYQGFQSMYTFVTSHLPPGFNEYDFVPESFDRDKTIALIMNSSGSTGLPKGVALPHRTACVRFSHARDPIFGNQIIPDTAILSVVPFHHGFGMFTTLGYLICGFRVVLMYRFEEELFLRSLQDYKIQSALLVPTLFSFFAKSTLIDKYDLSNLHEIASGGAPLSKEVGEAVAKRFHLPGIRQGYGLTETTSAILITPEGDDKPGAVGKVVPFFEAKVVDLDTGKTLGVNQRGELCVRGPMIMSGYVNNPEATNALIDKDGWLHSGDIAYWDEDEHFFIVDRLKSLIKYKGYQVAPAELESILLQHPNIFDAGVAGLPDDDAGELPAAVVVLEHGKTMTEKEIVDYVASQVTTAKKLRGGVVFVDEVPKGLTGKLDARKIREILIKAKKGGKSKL
ROMK mod – modulates human ROMK potassium channel activity; Tet-inducible ROMK, thallium flux fluorescence; actives lie on both sides; B-score at 10 µM; 130,000 compounds, 2% hits; AID 1918;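 active = signal ratio slope over the read window, or its plate-corrected B-score, at least 3 SD from the plate mean, either direction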;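 also: B-score of the F/F0 ratio slope over 7 to 12 s after thallium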
Target sequence (P48048 whole entry, looked up): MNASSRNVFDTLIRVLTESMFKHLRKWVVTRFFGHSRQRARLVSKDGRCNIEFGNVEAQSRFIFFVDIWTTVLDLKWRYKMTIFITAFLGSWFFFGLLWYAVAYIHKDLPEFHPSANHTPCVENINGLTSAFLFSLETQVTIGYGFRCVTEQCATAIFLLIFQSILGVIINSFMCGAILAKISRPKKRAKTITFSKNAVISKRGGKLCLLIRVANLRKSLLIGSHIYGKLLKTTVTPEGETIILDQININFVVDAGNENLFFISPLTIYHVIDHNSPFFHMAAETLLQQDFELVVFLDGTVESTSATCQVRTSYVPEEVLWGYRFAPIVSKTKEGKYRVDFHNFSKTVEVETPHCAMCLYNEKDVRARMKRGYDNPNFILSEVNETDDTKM
APP transl inh – APP translation inhibition. SH-SY5Y APP 5'UTR-luciferase reporter, luminescence. inhibition, % at 2 µM. 190,000 compounds, 0.82% hits. AID 1285;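 active = inhibition above a set limit, derived from the sample mean plus 3 SD, cut at about 45% in these data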; also: values of inactives mirror those of a sister screen read the other way
STAT1 act – STAT1 signaling activation. NIH 3T3 STAT1-luciferase reporter, IFN-gamma, luminescence; 100% = IFN-gamma alone, no compound. activation (% of control), % at 5.5 µM. 200,000 compounds, 2.6% hits;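 active = activation above the screen-wide mean activation plus 3 SD, cut at about 130% in these data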;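 also: raw ratio to IFN-gamma control signal so 100% means no change and 0% no light; values of inactives mirror those of a sister screen read the other way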
FLuc stim CS – affects firefly luciferase, flagging false hits in luciferase stimulation screens; P08659; ATPlite luciferase biochemical, luminescence, 10 min; 0 = ATP-free wells, 1 = DMSO control; activation factor at 10 µM; 200,000 tested, under 10 active;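 active = luciferase activation factor, scaled between plate controls, of at least 2 with compound at 10 µM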
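Assay system – cell-free luciferase reagent · Medium – PBS-based ATP solution · Dosing – test compounds dosed from 2 mM stocks in 100% DMSO · Timing – 10 min, room temperature · Technique – light output (luminescence) · Measure – luminescence gain marking luciferase activators · Controls – No-ATP low control, compound-free enzyme-plus-ATP high control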
STAT3 inh – STAT3 signaling inhibition. U3A cells, IL-6 STAT3-luciferase reporter, luminescence; host cell line lacks STAT1. inhibition, % at 5.5 µM. 190,000 compounds, 0.89% hits. AID 862;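 active = inhibition above the mean inhibition across all screened compounds plus 3 SD, cut at about 44% in these data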;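 also: 0% = DMSO only wells and 100% = 100 µM nifuroxazide control wells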
* hit, by the source's call; . = not tested or not shown.

The first 13 records, ahead of the listing:
canonical_smiles	FLuc inhib CS	STAT3 act	STAT1 inh	APP transl inh	STAT3 inh	APP 5'UTR act	ROMK mod	NF-kB expr up	STAT1 act	FLuc stim CS
O=C(c1cc2c(s1)CCCC2)N1CCN(S(=O)(=O)c2ccccc2C(F)(F)F)CC1	-3	139*	0	11	-50	-11	-0.02	0.8	100	1
CCC(NC(=O)CCl)c1ccc(C)cc1 (stereo unspecified)	23	101	-5	-7	4	7	0.45	1.3	103	0.8
COc1ccc(CC(=O)NNC(=S)Nc2ccccc2)cc1Cl	2	103	-8	1	1	-1	0.2	1.1	104	1
Cc1c(-c2ccc(Cl)cc2)oc(=O)c2c(N)n(-c3ccccc3)nc12	3	91	-14	8	11	-8	0.37	1.1	113	1
CC(=O)c1cnc2nc(C)nn2c1C	-4	101	4	12	1	-12	0.29	0.98	97	1
O=C(CCn1c(=O)oc2ccccc21)N1CCc2ccccc21	9	97	-7	20	9	-20	0.98	1.3	106	0.9
Nc1c(Cl)cc(Cl)cc1C(=O)OCC(=O)N1CCCC1	-1	83	4	-12	24	12	-0.55	1.2	97	1
COc1ccc(NC(=O)CSC2=C(C#N)C(c3ccco3)C(C(=O)Nc3nc4ccccc4s3)=C(C)N2)cc1 (stereo unspecified)	.	105	1	19	5	-19	.	.	99	.
CC(Oc1ccc(F)cc1)c1ccnc2nc(/N=C/N(C)C)nn12 (stereo unspecified)	-3	102	-5	-83	0	83	-0.11	1.2	104	1
CCOC(=O)c1ccc[n+](CC(=O)c2ccc(OC)cc2)c1	-8	106	-2	-25	-8	25	0.1	1	101	1.1
Nc1nc(Nc2ccccc2)nc2ccccc12	88*	57	-6	-155	57*	155*	-1.2	5.5*	105	0.1
CC(=O)c1c(C)[nH]c(C(=O)Nc2cccc(S(=O)(=O)N(C)C)c2)c1C	-6	85	-7	-14	26	14	-0.56	1.2	105	1.1
COc1ccc(N2CC(C(=O)Nc3nnc(SCC(=O)NC(C)(C)C)s3)CC2=O)cc1 (stereo unspecified)	0	104	-11	0	-2	-1	-0.066	0.99	108	1

All compounds of this part, previewed entries included:
canonical_smiles	FLuc inhib CS	STAT3 act	STAT1 inh	APP transl inh	STAT3 inh	APP 5'UTR act	ROMK mod	NF-kB expr up	STAT1 act	FLuc stim CS
O=C(c1cc2c(s1)CCCC2)N1CCN(S(=O)(=O)c2ccccc2C(F)(F)F)CC1	-3	139*	0	11	-50	-11	-0.02	0.8	100	1
CCC(NC(=O)CCl)c1ccc(C)cc1 (stereo unspecified)	23	101	-5	-7	4	7	0.45	1.3	103	0.8
COc1ccc(CC(=O)NNC(=S)Nc2ccccc2)cc1Cl	2	103	-8	1	1	-1	0.2	1.1	104	1
Cc1c(-c2ccc(Cl)cc2)oc(=O)c2c(N)n(-c3ccccc3)nc12	3	91	-14	8	11	-8	0.37	1.1	113	1
CC(=O)c1cnc2nc(C)nn2c1C	-4	101	4	12	1	-12	0.29	0.98	97	1
O=C(CCn1c(=O)oc2ccccc21)N1CCc2ccccc21	9	97	-7	20	9	-20	0.98	1.3	106	0.9
Nc1c(Cl)cc(Cl)cc1C(=O)OCC(=O)N1CCCC1	-1	83	4	-12	24	12	-0.55	1.2	97	1
COc1ccc(NC(=O)CSC2=C(C#N)C(c3ccco3)C(C(=O)Nc3nc4ccccc4s3)=C(C)N2)cc1 (stereo unspecified)	.	105	1	19	5	-19	.	.	99	.
CC(Oc1ccc(F)cc1)c1ccnc2nc(/N=C/N(C)C)nn12 (stereo unspecified)	-3	102	-5	-83	0	83	-0.11	1.2	104	1
CCOC(=O)c1ccc[n+](CC(=O)c2ccc(OC)cc2)c1	-8	106	-2	-25	-8	25	0.1	1	101	1.1
Nc1nc(Nc2ccccc2)nc2ccccc12	88*	57	-6	-155	57*	155*	-1.2	5.5*	105	0.1
CC(=O)c1c(C)[nH]c(C(=O)Nc2cccc(S(=O)(=O)N(C)C)c2)c1C	-6	85	-7	-14	26	14	-0.56	1.2	105	1.1
COc1ccc(N2CC(C(=O)Nc3nnc(SCC(=O)NC(C)(C)C)s3)CC2=O)cc1 (stereo unspecified)	0	104	-11	0	-2	-1	-0.066	0.99	108	1
Cc1nnc(SC(C)C(=O)Nc2ccc(Cl)cn2)n1Cc1ccccc1 (stereo unspecified)	-3	89	-1	-9	17	9	.	1	99	1
Cc1cc(C)cc(N(CC(=O)NC2CCCC2)C(=O)C2(C)CC(=O)N=C3C=CC=CN32)c1 (stereo unspecified)	-6	97	3	-15	8	15	-0.9	1.3	96	1.1
C=CCC1(O)C(=O)N2C(=C1C(=O)OCC)c1ccc3ccccc3c1CC2(C)C (stereo unspecified)	-3	106	-6	8	-6	-8	.	1.3	105	1
CCOC(=O)C1CCCN(C(=O)c2ccc(C)cc2O)C1 (stereo unspecified)	3	95	-3	.	4	.	-0.032	1.1	103	1
CCS(=O)(=O)c1c([N+](=O)[O-])ncn1C	-4	102	16	-3	6	3	-0.0059	1.1	85	1
O=C(/C=C/c1ccccc1)OCCCCN=C1NS(=O)(=O)c2ccccc21	-5	94	26	-7	9	7	-0.99	1.4	75	1
CCn1cc(C(=O)N2CCc3ccccc32)c(=O)c2cc(S(=O)(=O)N3CCOCC3)ccc21	-1	146*	-7	-12	-42	12	.	0.88	106	1
COC(=O)CC1=C(C(=O)OC)C(c2cccc(OCC(N)=O)c2)C(C#N)=C(N)O1 (stereo unspecified)	-9	103	12	0	4	0	-0.85	1.1	89	1.1
CCC(C)(c1ccc(C=O)s1)c1ccc(C=O)s1	-5	106	-2	7	-1	-7	0.082	0.97	102	1.1
N/C(=N\OC(=O)Cc1ccc([N+](=O)[O-])cc1)c1ccccn1	10	111	-44	-61	-9	61	1.2	1.7	139*	0.9
O=C(CC1Nc2c3ccccc3nc(=S)n2C1=O)NC1CCCCC1 (stereo unspecified)	-2	99	1	-13	4	13	1.4	1.3	98	1
CN(CCC1CCOCC1)Cc1cn[nH]c1-c1ccc(-c2ccccc2)cc1	-1	109	-18	-45	-7	45	-0.54	1.5	115	1
C=CCN(C(=O)CCC(=O)Nc1cc(C)on1)C(C(=O)NC1CCCC1)c1cccnc1 (stereo unspecified)	-1	100	9	-8	7	8	-0.47	1.4	91	1
Cc1ccc2c(C(=O)CN3CCCCC3CCO)c(C)[nH]c2c1 (stereo unspecified)	-1	99	4	9	8	-9	-0.64	0.83	96	1
O=C(N/N=C/c1ccncc1)NC1CCCCC1	-4	103	-11	-17	3	17	0.15	0.89	108	1
Oc1c(Br)cc(Br)cc1C=NCc1ccccc1	-8	99	-3	18	3	-18	3.9*	0.95	102	1.1
Cc1csc(NC(=O)c2cncc(Br)c2)n1	50*	86	-32	-132	22	132	1	3.3*	128	0.5
Cc1cc(C(F)F)nn1CC(=O)NCc1ccco1	-3	105	-5	4	-6	-4	0.02	1.1	104	1
COc1cc2c(C#N)c(N3CCN(c4ccccc4OC)CC3)nc(N)c2c(N)n1	1	99	-1	14	8	-14	.	0.55	102	1
CCOCCn1c(CN2CCN(c3ccccc3)CC2)nc2c1c(=O)n(C)c(=O)n2C	.	99	8	-25	4	25	0.28	.	93	.
OCCn1c(Cl)nc2ccccc21	-5	101	-1	-6	0	7	0.37	1.3	94	1.1
CCOc1ccccc1OCC(=O)Nc1nc2ccccc2[nH]1	19	92	-2	29	14	-29	0.017	1.7	104	0.8
CC(C)OC(=O)CSc1nnc(-c2ccncc2)n1N	-6	103	-2	-12	4	12	0.15	0.95	102	1.1
O=C(O)CCC(=O)Nc1ccc(-c2nnc(-c3ccco3)o2)cc1	-3	100	4	.	9	.	.	1.1	97	1
CCOCc1nnc(NC(=O)C2c3ccccc3Oc3ccccc32)s1	-6	97	5	7	10	-7	0.38	1.1	95	1.1
COc1cccc(-n2c(C)nnc2SCC(=O)Nc2ccccc2N2CCOCC2)c1	-8	101	-1	0	6	0	-0.59	0.86	101	1.1
CC(C)CC(NC(N)=O)C(=O)NCCc1ccc(Cl)cc1 (stereo unspecified)	-4	106	1	2	-6	-2	-0.35	1	98	1
COc1ccc(C(O)CNc2ccc(C)cc2)cc1 (stereo unspecified)	-8	104	-1	2	4	-2	.	1.3	101	1.1
C/C(=N\NC(=O)c1csc(C)c1C)c1ccc(Cl)s1	9	103	-26	7	0	-7	-0.046	1.6	124	0.9
Cc1csc2ncc(C(=O)NCCc3ccccc3)c(=O)n12	-1	113	-16	-30	-7	30	.	1.8	114	1
CC(Cl)C(=O)c1c[nH]c2ccccc12 (stereo unspecified)	-3	115	-1	0	-17	0	0.0086	1.8	101	1

3 compounds already listed, sorted by their value in ROMK mod, largest number first:
| SMILES | STAT3 act | STAT1 inh | APP transl inh | APP 5'UTR act | ROMK mod | NF-kB expr up | STAT1 act | FLuc stim CS |
| --- | --- | --- | --- | --- | --- | --- | --- | --- |
| CC(=O)c1cnc2nc(C)nn2c1C | 101 | 4 | 12 | -12 | 0.29 | 0.98 | 97 | 1 |
| O=C(c1cc2c(s1)CCCC2)N1CCN(S(=O)(=O)c2ccccc2C(F)(F)F)CC1 | 139* | 0 | 11 | -11 | -0.02 | 0.8 | 100 | 1 |
| COc1cccc(-n2c(C)nnc2SCC(=O)Nc2ccccc2N2CCOCC2)c1 | 101 | -1 | 0 | 0 | -0.59 | 0.86 | 101 | 1.1 |
